# S3 lipid droplet: qHTS Assay for Lipid Storage Modulators in Drosophila S3 Cells; Drosophila S3 cells, BODIPY lipid droplet fluorescence, 18-24 h; cells fed with added oleic acid; Potency in µM for hits, for the others lipid storage change, negative = inhibition, % at the top dose, mostly 46.1 µM; 0.64% of 320,000 active; AID 2685; active means well fitted inhibition curve with a large enough effect in the signal ratio, with a control signal flat, not every such curve was filed as active; inconclusive means small, poorly fitted or top-dose-only effect, or effect the other way, or a change in a side signal; the % refers to the signal ratio
#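 Laser-scanning cytometry quantifies lipid droplet accumulation (500–530 nm total intensity; droplet/cell object ratio) in oleic acid-fed (400 uM added) Drosophila S3 cells treated with a concentration series. 20 uM Triacsin C defined 100% inhibition.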
# S3 lipid droplet cell count max: recorded beside S3 lipid droplet, whose call it bears; cell number change, %; measured here: cell count max response;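 cells counted by Cell Tracker Red CMTPX staining in the red channel; peak over a dose series mostly up to 46.1 µM; percent activity relative to internal control wells on each plate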
# The depositor's hits bear a star; i = inactive; ? = inconclusive; / = not tested or not shown. On the % scale 0 is the no-effect control and ±100 the full control effect; potency means the concentration at half of the fitted maximal effect.
SMILES,S3 lipid droplet,S3 lipid droplet cell count max
Cc1c(/C(O)=C2/C(=O)C(=O)N(CCN3CCOCC3)C2c2cccs2)cnn1-c1ccccc1 (centres undefined),?,/
CCOc1ccc(NC(=O)CCCCCN2C(=O)[C@@H]3Cc4ccccc4CN3C2=O)cc1,?,/
COc1ccc(-c2cc(-c3nnc(-c4ccncc4)o3)c3ccccc3n2)cc1,?,/
COc1ccc(C(C)(C)C)cc1NC(=O)c1ccc[n+]([O-])c1,?,/
CC1(C)CC(NC(=O)COc2ccc3ccc(=O)oc3c2)CC(C)(C)N1,?,/
CCN(CC)CCCNc1oc(-c2ccccc2[N+](=O)[O-])nc1C#N,?,/
CC(C)C1C(C#N)=C(N)Oc2n[nH]c(-c3ccccc3)c21 (centres undefined),?,/
Cc1ccc(CNC(=O)c2nn(C)c(C)c2[N+](=O)[O-])cc1,1%,3
Cc1c(NC(=O)C2CCN(S(=O)(=O)c3ccc(Cl)cc3)CC2)c(=O)n(-c2ccccc2)n1C,6%,0
COc1ccc(Cl)cc1NC(=O)Nc1ccc(C(=O)N2CCOCC2)cc1,?,/
O=C1CSC(=Nc2cccc(Cl)c2Cl)N1Cc1cccnc1,8%,1
COc1ccc(/C=N/NC(=O)CO/N=C(\C)c2cccs2)cc1,?,/
Cc1ccc(C)c(Nc2nc3ccccc3n3cnnc23)c1,-6%,-23
CC1CCN(C(=O)c2[nH]cnc2C(=O)N(C)Cc2ccccc2)CC1,?,/
C=CCN(c1ccccc1Cl)S(=O)(=O)c1cccc(C(=O)NCCc2ccc(OC)cc2)c1,?,/
O=C(CCN1C(=O)C2CCCCC2C1=O)N1CCN(S(=O)(=O)c2cccc(F)c2)CC1 (centres undefined),i,-4
CC(CC(=O)Nc1ccc(-c2ccno2)cc1)n1cccn1 (centres undefined),-1%,13
Cc1onc(-c2c(Cl)cccc2Cl)c1C(=O)NCCCN1CCOCC1,?,/
Cc1ccc(C(=O)Nc2ccc(S(=O)(=O)N3CCc4ccccc43)cc2)o1,?,/
C=CCSc1nnc(-c2cc3c(-c4ccccc4)nn(C)c3s2)n1C,i,-5
CC(=O)Nc1ccc(S(=O)(=O)N2CCN(C(=O)c3ncoc3-c3ccc(F)cc3)CC2)cc1,12%,-2
Cc1nn(CC(=O)O)c(C)c1C,-10%,0
CCOC(=O)c1sc(NC(=O)c2ccc(OC)cc2)nc1C,3%,/
Cc1cc(C(=O)N2CCN(c3ncccn3)CC2)cs1,12%,3
Cc1sc(NC(=O)c2ccccc2)c(C(c2ccc(Cl)cc2)N2CCN(CCO)CC2)c1C (centres undefined),?,/
# Next structures follow:
SMILES,S3 lipid droplet,S3 lipid droplet cell count max
CCC(NC(=O)c1ccc(C#CC2(O)CCCCC2)cc1)C(=O)O (centres undefined),-19%,9
CCC(NS(=O)(=O)c1ccc2c(c1)NC(=O)C(C)C(=O)N2)c1cccs1 (centres undefined),i,7
O=C(O)c1cc2cc(OCc3ccccc3)ccc2[nH]1,?,/
Cc1ccccc1S(=O)(=O)c1cc2ccccc2nc1N,?,/
CCCC(=O)Nc1ccc(NC(=O)C2CC2)cn1,i,/
O=C(Nc1nnc(C2CC2)s1)C1Cc2ccccc2CN1S(=O)(=O)c1cccs1 (centres undefined),6%,-11
COc1ccc(OC)c(C2=NO[C@@H]3C(=O)N(c4cc(Cl)ccc4OC)C(=O)[C@H]23)c1,i,18
Cc1nn(-c2ccc(F)cc2)c(Cl)c1/C=C/C(=O)OCC(=O)Nc1c(F)c(F)c(F)c(F)c1F,9%,0
O=C(CCNS(=O)(=O)c1ccc(Br)cc1)NC1CCN(Cc2ccccc2)CC1,?,/
COc1ccc(S(=O)(=O)N(C)C)cc1NC(=O)Cc1c[nH]c2ccccc12,?,/
CCOc1ccc2nc(SCCNS(=O)(=O)c3ccccc3)sc2c1,?,/
O=C(NNC(=S)Nc1ccc(Cl)c(Cl)c1)c1cccc([N+](=O)[O-])c1,?,/
CCCSc1ccc([C@@H]2[C@H]3C(=O)N(CC)C(=O)[C@H]3[C@]3(C(=O)OC)CCCCN23)cc1,?,/
COc1ccc(C2C=C(c3ccc(Br)cc3)Nc3nc(N4C(=O)CCC4=O)nn32)cc1 (centres undefined),?,/
CC1CCN(Cc2c(C(=O)O)nnn2-c2nonc2N)CC1,?,/
Cc1[nH]n(C(N)=S)c(=O)c1N=Nc1ccccc1C(F)(F)F,7%,1
CC(C#N)Sc1ccc(S(=O)(=O)N2CCCCC2)cn1 (centres undefined),?,/
Cc1ccc2nc(Cl)c(C3CC(c4ccco4)=NN3C(=O)CCCC(=O)O)cc2c1 (centres undefined),-14%,-6
CCOC(=O)C12CNC(=O)C(C(=O)OCC)(CNC1=O)C2,?,/
CCOc1ccc2c(c1)c(N=O)c(O)n2C,?,/
Cc1nn(S(=O)(=O)c2cccs2)c(C)c1Sc1ccccc1,?,/
COc1cc(CCCN2C(N)=NC[C@@H]2c2ccccc2)cc(OC)c1OC,0%,-12
O=C(NC1CCCC1)C(c1cccs1)N(Cc1ccco1)C(=O)Cn1nnc(-c2cccs2)n1 (centres undefined),26%,/
O=C(Nc1ccc(-n2ccc(C(F)(F)F)n2)cc1)c1cccs1,?,/
COc1ccccc1/C=C/C=N/n1c(-c2n[nH]c3c2CCC3)n[nH]c1=S,-3%,-16
# The list continues.
SMILES,S3 lipid droplet,S3 lipid droplet cell count max
COc1ccccc1-c1c(C)oc2c(CN3CCN(C)CC3)c(O)ccc2c1=O,4%,-1
O=C(COC(=O)CC1SC(N2CCCC2)=NC1=O)Nc1ccc(Br)cc1 (centres undefined),?,/
COc1cccc(CC(Cc2nc3ccccc3[nH]2)c2nc3ccccc3[nH]2)c1 (centres undefined),?,/
O=C(NCC1CCCO1)C1CC1(c1ccccc1)c1ccccc1 (centres undefined),1%,0
COc1cccc(NC(=O)CN2CCN(S(=O)(=O)c3ccc(C(C)C)cc3)CC2)c1,?,/
CCOC(=O)C1CCCN(C(=O)c2cc3cc(OC)c(OC)cc3[nH]2)C1 (centres undefined),?,/
CC1=NN(c2ccccc2)C(=O)C1C(=O)c1ccccc1 (centres undefined),18%,-2
O=C(O)c1ccc(C2SCC(=O)N2Cc2ccccc2)cc1 (centres undefined),?,/
COc1ccccc1NC(=O)C(=O)/C=C(\O)c1ccccc1,?,/
COc1cccc(-c2nc(NC(C)(C)C)c3ccccc3n2)c1O,?,/
CC(Nc1ccccc1N1CCCCC1)C(=O)N1CCc2ccccc21 (centres undefined),-4%,13
CC(C)C(Nc1ccc(S(=O)(=O)N2CCOCC2)cc1[N+](=O)[O-])C(=O)O (centres undefined),?,/
Cc1ccc(-c2csc(NCCn3c(-c4ccncc4)nc4ccccc43)n2)cc1,i,-21
CC1=NC(=O)C(N=Nc2cccc(C(=O)O)c2)N1c1ccccc1 (centres undefined),?,/
COc1ccc(S(=O)(=O)N(C)C)cc1NC(=O)c1ccc(OCC(=O)N2CCOCC2)c(OC)c1,?,/
O=C(/C=C/c1cccc(Cl)c1)Nn1c(-c2cccs2)nc2ccccc2c1=O,?,/
CCNc1nc(NCC)n2c(SCC(=O)Nc3ccc(OC)c(OC)c3)nnc2n1,17%,15
CCC1(CC)NC(=O)N(CC(=O)OC(C)C(=O)Nc2ccccc2OC)C1=O (centres undefined),?,/
O=c1[nH]nc(Cc2ccc(Cl)cc2)c2ccccc12,1%,-15
Cc1c(OC(=O)CNC(=O)OC(C)(C)C)ccc2c3c(c(=O)oc12)CCC3,?,/
NC(=O)C1CCN(C(=O)COc2ccc(S(=O)(=O)NCc3ccccc3)cc2Cl)CC1,?,/
CC1CCc2c(sc(/N=C/c3ccco3)c2C(N)=O)C1 (centres undefined),1%,-15
Brc1ccc(OCCn2ccnc2)cc1,?,/
C/C=C/C=C/C(=O)Nc1cccc(C2=NOC3(C2)C[C@H](C(N)=O)N(C(=O)CC(c2ccccc2)c2ccccc2)C3)c1 (some centres undefined),12%,10
CCOC(=O)c1[nH]c(C)c(C(=O)OCC(=O)N(C)C2CCS(=O)(=O)C2)c1C (centres undefined),-5%,-6

# Structures from the list above that have a CF3 group, in the order listed:
SMILES,S3 lipid droplet,S3 lipid droplet cell count max
Cc1[nH]n(C(N)=S)c(=O)c1N=Nc1ccccc1C(F)(F)F,7%,1
O=C(Nc1ccc(-n2ccc(C(F)(F)F)n2)cc1)c1cccs1,?,/

# Three entries out of the list above, arranged by the value under S3 lipid droplet cell count max, low to high.
SMILES,S3 lipid droplet,S3 lipid droplet cell count max
CCOC(=O)c1[nH]c(C)c(C(=O)OCC(=O)N(C)C2CCS(=O)(=O)C2)c1C (centres undefined),-5%,-6
C/C=C/C=C/C(=O)Nc1cccc(C2=NOC3(C2)C[C@H](C(N)=O)N(C(=O)CC(c2ccccc2)c2ccccc2)C3)c1 (some centres undefined),12%,10
CC(Nc1ccccc1N1CCCCC1)C(=O)N1CCc2ccccc21 (centres undefined),-4%,13

# Looked up above:
# S3 lipid droplet result of Cc1ccc2nc(Cl)c(C3CC(c4ccco4)=NN3C(=O)CCCC(=O)O)cc2c1 (centres undefined) = -14%
# S3 lipid droplet cell count max result of CC(Nc1ccccc1N1CCCCC1)C(=O)N1CCc2ccccc21 (centres undefined) = 13

# The results go on.
SMILES,S3 lipid droplet,S3 lipid droplet cell count max
CCOc1ccc(C(=O)NCCc2ccccc2)cc1,?,/
O=C(CCS(=O)(=O)c1ccc(F)cc1)Nc1nc(-c2ccncc2)cs1,i,-17
CCOC(=O)c1c(COC(=O)c2ccco2)nc2ccccc2[n+]1[O-],i,/
Cc1ccc(N2C(=O)C3ON(c4ccccc4)C(CC(C)C)C3C2=O)cc1 (centres undefined),?,/
CN(CC(=O)Nc1ccccc1)CC(=O)Nc1ccc(F)cc1,?,/
NC(=O)C1CCN(C(=O)CNC(=O)c2ccc(Br)o2)CC1,?,/
N#CCSc1nc(-c2ccccc2)nc2ccccc12,?,/
O=C(CCc1nnc(CCc2ccccc2)o1)NC(c1cccnc1)C(F)(F)F (centres undefined),?,/
CCn1c(=O)c2ccccc2n(Cc2cccc([N+](=O)[O-])c2)c1=O,?,/
O=C(CC1c2ccccc2Oc2ccccc21)N1CCN(c2ccccn2)CC1,-18%,0
COc1ccc(C(NC(=O)C2C3C=CC(C3)C2C(=O)O)c2ccccc2)cc1 (centres undefined),0%,7
CCC1=NN2C(=N)/C(=C/c3ccc(OS(=O)(=O)c4ccccc4)cc3)C(=O)N=C2S1,?,/
Cc1ccc(S(=O)(=O)N2CCCCC2)cc1NC(=O)CCc1nc2ccccc2c(=O)[nH]1,?,/
O=C(NCC1CCCO1)c1ccccc1-c1nc(-c2ccc(F)cc2)no1 (centres undefined),?,/
CC1(C)CC2CC(C)(CN2C(=O)c2cccs2)C1 (centres undefined),-1%,-8
CN1CCN(c2nc3ccccc3nc2C(C#N)S(=O)(=O)c2ccccc2)CC1 (centres undefined),-2%,12
COc1ccccc1CCC(=O)Nc1cccc(S(=O)(=O)N2CCCCCC2)c1,?,/
CC(C)C1(CCNC(=O)c2cccs2)CCOC(C)(C)C1 (centres undefined),?,/
COCC(C)NC(=O)CCc1nnc(C2(c3ccc(Cl)cc3)CCC2)o1 (centres undefined),-12%,7
COC(=O)[C@@H]1Cc2c([nH]c3ccccc23)C(C)(C)N1C(=O)CCl,?,/
NS(=O)(=O)c1ccc(CNC(=S)NCc2ccc(F)cc2)cc1,i,/
COc1ccc(/C=C/C(=O)NC(=S)NCCc2ccc(OC)c(OC)c2)cc1,?,/
CCC(=O)NC(=S)Nc1ccc(S(=O)(=O)NC(C)C)cc1,12%,11
CN(C(=O)CCN1C(=O)c2ccccc2C1=O)C1CCCCC1,?,/
COc1ccc(S(=O)(=O)N(Cc2ccccc2)Cc2nc(-c3ccccc3)no2)cc1,i,/
# Following part
SMILES,S3 lipid droplet,S3 lipid droplet cell count max
Cc1ccc(C(=O)C(C(=O)/C=C/c2ccccc2)=C2SCCCS2)cc1,i,/
CC1CC(C)CN(C(=O)COc2ccc([N+](=O)[O-])cc2Cl)C1 (centres undefined),1%,/
Cc1ccc(NC(=O)Cc2cn3ccsc3n2)nc1,?,/
NNc1ncnc2sc3c(c12)CCC3,?,/
CCNC(=S)NNC(=O)C(c1ccccc1)c1ccccc1,1%,-14
CCOc1ccccc1CN(CCc1ccc2c(c1)OCO2)Cc1ccccn1,?,/
CN1C(=O)c2ccccc2N(C)C1c1ccc2c(c1)OCO2 (centres undefined),?,/
O=C(Cc1ccccc1F)Nc1ccc(S(=O)(=O)Nc2ncccn2)cc1,0.15µM*,17*
C[C@@]12CCC3[C@@](CCC4[C@@]3(C)CCC[C@@]4(C)C(=O)N3CCCCC3)(CC1=O)C2 (some centres undefined),?,/
COc1ccc(-c2c(C)oc3ccc(C)cc23)cc1,?,/
Cc1ccc(-n2c(O)c(C=NC3CCS(=O)(=O)C3)c3ccccc3c2=O)cc1 (centres undefined),-9%,1
O=C(OCC(=O)N1CCN(c2ccccc2)CC1)c1ccccc1[N+](=O)[O-],14%,9
CCCCCn1c(=O)[nH]c2cc(C(=O)N3CCN(C(=O)OCC)CC3)ccc2c1=O,3.7µM*,/
CC(=O)NCCNC(=O)c1ccc(NC2=NC3CS(=O)(=O)CC3S2)cc1 (centres undefined),?,/

# Already shown: an excerpt of the list.
SMILES,S3 lipid droplet,S3 lipid droplet cell count max
COc1ccc(-c2c(C)oc3ccc(C)cc23)cc1,?,/
Cc1ccc(-n2c(O)c(C=NC3CCS(=O)(=O)C3)c3ccccc3c2=O)cc1 (centres undefined),-9%,1
O=C(OCC(=O)N1CCN(c2ccccc2)CC1)c1ccccc1[N+](=O)[O-],14%,9
CCCCCn1c(=O)[nH]c2cc(C(=O)N3CCN(C(=O)OCC)CC3)ccc2c1=O,3.7µM*,/
CC(=O)NCCNC(=O)c1ccc(NC2=NC3CS(=O)(=O)CC3S2)cc1 (centres undefined),?,/

# Screening results: PubChem BioAssay, National Center for Advancing Translational Sciences (NCATS)

# Only part of the results is shown, so the mix of outcomes need not match the whole.
